Assay outcomes as filed in PubChem.
mouse EphA4 binding: inhibitors of EphA4 binding to KYL peptide, primary screen, biochemical, colorimetric, mouse EphA4 (AID 689); EphA4-AP binding to KYL peptide, pNPP A405; higher % means a stronger effect; inhibition, % at 10 µM, or IC50 in µM where a hit was titrated; hit rate 0.1% among 62,000; in the data active = a potency from the dose series; inactive = the rest, 99 in 100 with inhibition below about 22%
An asterisk follows results filed as active.

molecule,mouse EphA4 binding
Cc1nn(C(C)C(=O)NCc2ccccc2)c(C)c1[N+](=O)[O-] (stereo not drawn),-9%
CC(=O)c1cnc2cc(-c3ccc(Cl)cc3)nn2c1C,-9%
COc1ccc(COC(=O)Nc2cc3c(C(F)(F)F)nn(C)c3s2)cc1,7%
O=C(NC1CC1)C1CCN(Cc2cnn(-c3ccccc3)c2-n2cccc2)CC1,2%
Cc1cccc(C(=O)Nc2ccc(C)c(OC(=O)c3cccc(C)c3)c2)c1,2%
O=C(CSc1nnc(-c2ccccc2F)n1C1CCCCC1)N1CCCC1,-7%
COc1c(O)cccc1-c1nnn(CCC(=O)OCC(=O)c2ccccc2)n1,5%
O=c1c2ccccc2nc2n1CC/C2=C/N1CCN(c2cccc(C(F)(F)F)c2)CC1,8%
Cc1cc(C)n(C(=O)c2ccc(C)c(S(=O)(=O)N3CCCCC3)c2)n1,-12%
Cc1ccc(Nc2cc(-n3nc(C)cc3C)ncn2)c(C)c1,-2%
CC(C)NC(=O)c1cc(-c2ccc(Br)cc2)on1,-10%
COc1ccc(C/C(N)=N/OC(=O)c2cccs2)cc1,1%
COc1ccccc1N1CCN(C(=O)C(F)F)CC1,-21%
Cc1cc(C)nc(NC(=O)/C=C/c2ccc(Cl)cc2Cl)c1,1%
Cc1nn(C)c(C(=O)Nc2ccn(Cc3ccccc3F)n2)c1[N+](=O)[O-],3%
C#CC(C)(CC)NC(=O)Cn1nnc(-c2ccc(S(C)(=O)=O)cc2)n1 (stereo not drawn),-10%
Cc1cc(C)cc(OC(C)c2ccnc3nc(/N=C/N(C)C)nn23)c1 (stereo not drawn),4%
CCC(c1nnnn1Cc1ccco1)N(CCc1ccccc1)Cc1cc2cc(C)ccc2[nH]c1=O (stereo not drawn),4%
O=C(/C=C/C=C/c1ccccc1)CC1(O)C(=O)N(CCc2ccccc2)c2ccccc21 (stereo not drawn),-4%
COC(=O)c1ccccc1-c1ccc(/C=C2\C(=O)N(c3ccccc3)N=C2c2ccccc2)o1,-4%
COc1cc(/C=N/N=C2/SC(CC(=O)O)C(=O)N2c2ccc(O)cc2)ccc1O (stereo not drawn),-16%
Cc1nnsc1NC(=O)OCC(C)(C)C,-9%
CCc1ccc(N2CC(C(=O)Nc3cccc(C(F)(F)F)c3)CC2=O)cc1 (stereo not drawn),-8%
CCCc1cc(=O)oc2cc(C)c(CN3CCCC3)c(O)c12,12%
O=C(C/C=N/OCc1ccc(Cl)cc1Cl)c1ccc(Cl)cc1,-4%
COC(=O)Nc1ccc(S(=O)(=O)N2CCCCC2)cc1,-3%
COc1ccc(NC(=O)c2ccccc2Cl)cc1Cl,-11%
COC(=O)c1cccc(NC(=O)/C=C/c2ccccc2)c1,-8%
Cc1ccsc1-c1ccnc(-n2cccc2)n1,8%
CCc1nnc(NC(=O)CSc2nc(C3CCCCC3)nc3ccccc23)s1,-28%
COc1cccc(/C=N/NC(=O)C(=O)NCc2cccnc2)c1,-12%
COC(=O)c1cc(Br)c(=O)n(CCc2ccccc2)c1,-11%
COc1cc(C2NC(=S)NC(C)=C2C(=O)Nc2ccc(Cl)cc2)ccc1O (stereo not drawn),-12%
COc1ccccc1N(C(=O)Cn1nnc2ccccc21)C(C(=O)NCc1ccco1)c1ccc(C)o1 (stereo not drawn),-27%
CO/N=C/c1ccc(N2CCN(C(=O)c3cccc(Cl)c3)CC2)c([N+](=O)[O-])c1,-1%
Clc1ccc(OCCSc2nnnn2-c2ccccc2)cc1,-11%
O=C(CN1C2=NCCCN2c2ccccc21)c1cccs1,-6%
O=C(ON=C1CCN(c2ccc([N+](=O)[O-])cc2)CC1)c1ccccc1,-5%
Cc1nn2c(N)csc2nc1=O,-4%
CCCOc1cccc(C2/C(=C(/O)c3ccc(F)cc3)C(=O)C(=O)N2CCN(C)C)c1 (stereo not drawn),-8%
Cc1noc(C)c1COC(=O)c1ccccc1Sc1ccccc1C#N,-5%
Brc1ccc(/C=C/C=N/Nc2nc3ccccc3s2)cc1,5%
COc1ccc(NC(=O)NC2CC3CCCC(C2)N3Cc2ccccc2)cc1 (stereo not drawn),-26%
O/N=C/c1ccccc1OCc1ccc(Cl)cc1,-13%
CS(=O)(=O)N1CCN(c2nc(-c3ccc(F)cc3)cs2)CC1,-14%
CNC(=O)CSc1nnnn1-c1ccc(C)cc1C,-17%
COCCn1c(C)cc(C(=O)COc2nc3ccccc3nc2C)c1C,-12%
Fc1cccc(Nc2nc(-c3ccncc3)nc3ccccc23)c1,-12%
Cc1cc(NC(=O)c2cccc(S(=O)(=O)N3CCCCCC3)c2)n(-c2ccccn2)n1,2%
CCC(C)NS(=O)(=O)c1ccc(Br)cc1 (stereo not drawn),-9%
COc1ccc(NC(=O)Cc2nc3ccccc3[nH]2)cc1,9%
COc1ccccc1-c1c(C(F)(F)F)oc2cc(OC(=O)c3ccccc3C)ccc2c1=O,-5%
COc1cccc(SCc2noc(C(=O)NCC3CCCO3)c2C(=O)O)c1 (stereo not drawn),-8%
Cc1sc2nc(C3CC3)nc(SCC(=O)N3CC(=O)Nc4ccccc43)c2c1C,-6%
NC(=O)C1(N2CCCCC2)CCN(C(=O)c2cccs2)CC1,-39%
CN(C)c1ncc(S(=O)(=O)c2ccc(Cl)cc2)c(-c2ccccc2)n1,0%

Continued.
molecule,mouse EphA4 binding
O=C(CSc1nnc(NC(=O)C2CC2)s1)Nc1ccc(F)cc1,-8%
C=CCN=C(NC#N)SCC(=O)NCc1ccccc1,2%
CO/N=C\Cc1oc(=O)c(NC(=O)c2ccccc2)cc1C(=O)OC,1%
CC1CCN(C(=O)N[C@@H](Cc2ccccc2)C(=O)O)CC1,-4%
CN1C2CCC1/C(=C\c1ccccc1)C(=O)/C2=C\c1ccccc1,-5%
CC1CCN(CC(=O)Nc2sc3c(c2C#N)CCC3)CC1,3%
Cc1cc(C)n(-c2ccc(C(=O)Nc3ccccc3N3CCOCC3)cc2)n1,-7%
Cc1ccc(-c2cc3nc(C)cc(NCc4ccco4)n3n2)cc1,3%
CCOC(=O)c1cnc(SC)nc1Oc1cccc(NC(=O)c2ccc(Cl)cc2)c1,-8%
CC1=C(C(=O)OCc2ccccc2)C(c2cccnc2)c2c(n(C)c(=O)n(C)c2=O)N1 (stereo not drawn),-10%
COc1cc(N=c2ssnc2Cl)cc(OC)c1OC,1%
COCCNCC(=O)NC12CC3CC(CC(C3)C1)C2,-5%
Cc1cc(=O)c2ccccc2[nH]1,0%
COC(=O)/C=C1\Nc2cc([N+](=O)[O-])ccc2NC1=O,11%
CC1CCN(c2nc(-c3ccncc3)nc3ccccc23)CC1,-2%
O=C(CN1CCC(n2nnc3cc(F)ccc32)CC1)NNC(=O)c1ccccc1,-5%
COC(=O)C1=C(C)OC(N)=C(C#N)C1c1ccccc1F (stereo not drawn),-6%
Cn1c(=O)oc2cc(S(=O)(=O)N3CCN(Cc4ccc5c(c4)OCO5)CC3)ccc21,-5%
N#Cc1nc(-c2ccco2)oc1N1CCN(c2ccccc2)CC1,-4%
COC(=O)CCC(=O)Nc1sc2c(c1C#N)CCCC2,5%
CSC1=NCCN1C(=O)c1cccc(Br)c1,1%
CC(C)OCCCn1c(=S)[nH]c2ncccc2c1=O,-10%
Cc1ccc(C(=O)C2CCN(CC(=O)Nc3ccc(N(C)C)cc3)CC2)cc1,-4%
COc1ccc(-n2nnnc2SCC(=O)NCCc2ccc(OC)c(OC)c2)cc1,-5%

The final 5 records of the section above open the next one:
molecule,mouse EphA4 binding
COC(=O)CCC(=O)Nc1sc2c(c1C#N)CCCC2,5%
CSC1=NCCN1C(=O)c1cccc(Br)c1,1%
CC(C)OCCCn1c(=S)[nH]c2ncccc2c1=O,-10%
Cc1ccc(C(=O)C2CCN(CC(=O)Nc3ccc(N(C)C)cc3)CC2)cc1,-4%
COc1ccc(-n2nnnc2SCC(=O)NCCc2ccc(OC)c(OC)c2)cc1,-5%
Cc1[nH]c2ccccc2c1C(c1ccccn1)N1CCC(C)CC1 (stereo not drawn),1%
COc1ccc(C2CC(C(F)(F)F)n3ncc(C(=O)NCC4CCCO4)c3N2)cc1OC (stereo not drawn),10%
O=C1c2ccccc2C(=O)c2c1cccc2S(=O)(=O)Nc1ccc(Cl)cc1,4%
C/C=C(\C)CN1CCN(c2cc(C)ccc2C)CC1,8%
Nn1c(SC/C=C/c2ccccc2)nnc1-c1ccccn1,-10%
Fc1cccc(NCc2ccoc2)c1,0%
CN1CCc2c(c3ccccc3n2Cc2ccccc2)C1,-14%
CCOC(=O)c1c(C)[nH]c(C)c1C(=O)COC(=O)[C@@H]1CCCN1S(=O)(=O)c1ccc(Cl)cc1,2%
O=C1c2ccccc2NC(c2ccc(O)cc2)N1c1ccc(Cl)cc1 (stereo not drawn),10%
CC(=O)c1cccc(N2C(=O)C3C4C=CC(C5CC45)C3C2=O)c1 (stereo not drawn),-8%
Cc1[nH]c2ccccc2c1C(=O)CN1CCCC1,4%
O=C1CCCC(O)=C1C=Nc1ccc(O)cc1,-13%
COc1ccc(CNC(=O)CN(c2cccc(OC)c2)S(C)(=O)=O)cc1,-9%
O=C(CN1CCCCC1)Nc1ccc(F)c(Cl)c1,11%
Cc1nc2c3c(-c4ccccc4)c(-c4ccccc4)oc3ncn2n1,-20%
O=C1CCCC2=C1C(c1ccc(Cl)cc1)C1C(=O)c3ccccc3C1=N2 (stereo not drawn),-7%
CCc1ccc(NC(=O)c2ccc(C)c([N+](=O)[O-])c2)cc1,9%
Cn1nccc1C(=O)OCC(=O)Nc1nc(-c2ccccc2)cs1,-8%
Cc1cc(NC(=O)CSc2nnc3c(C)cc4cc5c(cc4n23)OCO5)no1,0%
O=C(NCCCN1CCN(c2ccccc2F)CC1)C1CCCN(S(=O)(=O)c2cnc[nH]2)C1 (stereo not drawn),10%
CCOC(=O)c1c[nH]c2c(OCC)cccc2c1=O,20%
CCOc1ccc(-n2c(SCC(=O)Nc3ccc4c(c3)OCCO4)nc3c(c2=O)SCC3)cc1,-5%
CCCCN(C)C(=O)Cn1cnc2sc(C)cc2c1=O,-11%
CCOC(=O)c1cc(CC)sc1NC(=O)Cc1ccccc1,-4%
CC(C)(C)OC(=O)COc1cc2oc(=O)cc(-c3ccccc3)c2cc1Cl,1%
Cc1ccc(C(=O)NNC(=O)C(C)Sc2nc(N)cc(N)n2)cc1 (stereo not drawn),-7%
O=C(NCCN1C(=O)C2C3C=CC(C3)C2C1=O)Nc1ccccc1 (stereo not drawn),-9%
COCc1cc(C)nc2sc(C(=O)Nc3nccs3)c(N)c12,2%
O=C(CCc1ccccc1)Nc1nc2nc(-c3ccccc3)cc(=O)n2[nH]1,-34%
O=S(=O)(N/N=C\C=C\c1ccccc1)c1ccc(Br)cc1,-2%
COCCCn1c(-c2ccccc2)nc2ccccc2c1=O,-5%
CC1CCN(c2ccc(C(=O)N3CCOCC3)cc2[N+](=O)[O-])CC1,-34%

Some values from above.
Value for COCc1cc(C)nc2sc(C(=O)Nc3nccs3)c(N)c12 in mouse EphA4 binding: 2%
Value for CC(C)(C)OC(=O)COc1cc2oc(=O)cc(-c3ccccc3)c2cc1Cl in mouse EphA4 binding: 1%
Value for CC1CCN(c2ccc(C(=O)N3CCOCC3)cc2[N+](=O)[O-])CC1 in mouse EphA4 binding: -34%
Value for COCCCn1c(-c2ccccc2)nc2ccccc2c1=O in mouse EphA4 binding: -5%
Value for O=C(CCc1ccccc1)Nc1nc2nc(-c3ccccc3)cc(=O)n2[nH]1 in mouse EphA4 binding: -34%
Value for O=S(=O)(N/N=C\C=C\c1ccccc1)c1ccc(Br)cc1 in mouse EphA4 binding: -2%

(more compounds)
molecule,mouse EphA4 binding
CCOC(=O)Cc1nnc(NC(=O)CSc2nncn2C)s1,-4%
Cc1ccc(C)n1NC(=O)c1ccccc1O,-2%
Cc1ccc2oc(-c3cc(NC(=O)c4cccnc4)ccc3O)nc2c1,-2%
CCOC(=O)c1ccc(N/C=C/C(=O)c2cccs2)cc1,-8%
Cc1ccc(-c2nnc3sc(C4COc5ccccc5O4)nn23)cc1 (stereo not drawn),-12%
c1ccc2sc(Cc3nnc4n3CCCCC4)nc2c1,-8%
Cn1c(CN2CCCC2)nc2cc(NC(=O)C3CCCCC3)ccc21,-21%
O=S(=O)(c1ccc(C2CCCCC2)cc1)N1CCCC1,-11%
Cc1cc(-n2c(C)cc(C(=O)CN3C(=O)NC4(CCCCCC4)C3=O)c2C)no1,-15%
CC(C)[C@H](NC(=O)C1(c2ccccc2)CCN(C(=O)OC(C)(C)C)CC1)C(=O)O,0%
Cc1cccc(Cn2cnc3c(nnn3Cc3ccc(Cl)cc3)c2=O)c1,-9%
COc1ccc(S(=O)(=O)N2CCC(C(=O)NCc3cccc(OC)c3)CC2)cc1,-4%
Cc1csc(NC(=O)CSc2nnc(-c3ccoc3C)n2CCc2ccccc2)n1,-22%
CCC1(C)Cc2c(sc3nnn(Cc4ccccc4Cl)c(=O)c23)CO1 (stereo not drawn),-6%
COc1cccc(NC(=O)/C=C/c2ccc(OC)c(Br)c2)c1,-13%
O=C(CSc1nnnn1-c1ccccc1)NCc1cccs1,-14%
COc1ccc(C2N(C(=O)N3CCOCC3)CCN2S(=O)(=O)c2ccc(C)cc2)cc1 (stereo not drawn),-8%
COCCCn1c(=S)[nH]c2ncccc2c1=O,-15%
COC(=O)c1c(NC(=O)c2ccc(C)cc2)sc(Cc2ccccc2)c1C,-7%
Cc1ccc2c(C)c(C(=O)Nc3c(C)n(C)n(-c4ccccc4)c3=O)oc2c1,-10%
CC(=O)N1CCc2cc(S(=O)(=O)NC(Cc3ccccc3)C(=O)Nc3cc(C)ccn3)ccc21 (stereo not drawn),-16%
O=c1oc(-c2ccccc2Cl)nc2ccc(-c3ccc4nc(-c5ccccc5Cl)oc(=O)c4c3)cc12,-2%

Some of the compounds tested; count on the stated rates, not on these rows.
